Screening results from PubChem BioAssay.
Mcl1 Noxa PPI: Mcl-1/Noxa interaction inhibition | TR-FRET Mcl-1/Noxa peptide binding, 2 h | 1.5% of 220,000 active | inhibition, % at 21.7 µM | AID 1022;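 active = compounds that cut the protein-peptide binding signal by more than 50% relative to plate controls in a single-dose test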;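 note: His-tagged Mcl-1 with rhodamine Noxa BH3 peptide and terbium anti-His antibody; 0% = Mcl-1 plus Noxa peptide wells and 100% = peptide-only wells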
Target sequence (Q07820 whole entry, looked up): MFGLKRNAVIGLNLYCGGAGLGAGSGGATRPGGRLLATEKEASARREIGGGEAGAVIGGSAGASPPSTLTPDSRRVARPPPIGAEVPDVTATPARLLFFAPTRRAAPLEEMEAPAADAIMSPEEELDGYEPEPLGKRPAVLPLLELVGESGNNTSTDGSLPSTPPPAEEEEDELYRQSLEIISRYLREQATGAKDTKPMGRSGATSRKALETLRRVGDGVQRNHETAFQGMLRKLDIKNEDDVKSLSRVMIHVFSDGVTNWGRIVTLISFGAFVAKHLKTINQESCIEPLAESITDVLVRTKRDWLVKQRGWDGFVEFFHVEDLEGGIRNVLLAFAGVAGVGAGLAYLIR
ABCG2 block: inhibitors of human ABCG2 transporter, ABCB1 counter-screen. Q9UNQ0. IgMXP3 cells, JC-1 efflux, flow cytometry. inhibition, % at 6.6 µM. 0.1% of 190,000 active;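 active = inhibition above 80%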;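 note: 0% = DMSO and 100% = nicardipine control wells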
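Measure – % inhibition of efflux relative to nicardipine and DMSO · Test system – ABCG2 IgMXP3 and barcoded ABCB1 CCRF-Adr cell mix · Control set – nicardipine as high control, DMSO as low control · Compound – one concentration, 6.6 µM final · Signal – flow cytometry of retained JC-1 fluorescence · Timing – 10 min exposure at 25 °C with rotation, no wash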
Mcl1-Bid inh: disrupts binding of human Mcl-1 to Bid peptide | 0.97% of 220,000 active | inhibition, % at 21.7 µM | TR-FRET Mcl-1/Bid-Dy647 peptide binding, 1536-well | Q07820;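 active = compounds that cut the binding signal by more than half at the single screening dose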;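 note: His-tagged Mcl-1 with europium anti-His antibody binding Bid BH3 peptide; 0% = Mcl-1 plus peptide wells and 100% = peptide-only wells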
RGS4-Gao reg: human RGS4-Galphao interaction regulation; P09471; Multiplexed bead flow cytometry, RGS4-Galphao binding; actives lie on both sides; binding response (% of control), % at 10 µM; 0.33% of 220,000 active; AID 1415; in the data active = binding response below about 49% or above about 150%; inactive = in between;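 note: fluorescent Galphao activated with aluminum fluoride binding bead-coupled RGS4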
Target sequence (P09471 whole entry, looked up): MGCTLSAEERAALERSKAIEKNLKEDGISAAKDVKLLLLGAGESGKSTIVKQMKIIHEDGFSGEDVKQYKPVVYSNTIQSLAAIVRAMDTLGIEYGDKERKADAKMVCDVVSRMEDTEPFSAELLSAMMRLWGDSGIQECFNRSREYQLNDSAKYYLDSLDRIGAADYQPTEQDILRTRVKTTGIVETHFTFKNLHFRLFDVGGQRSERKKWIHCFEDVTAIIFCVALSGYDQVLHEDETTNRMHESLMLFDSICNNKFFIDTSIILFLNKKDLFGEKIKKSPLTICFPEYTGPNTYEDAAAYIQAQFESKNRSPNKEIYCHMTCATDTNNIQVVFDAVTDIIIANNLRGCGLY
Pf gamet viab: inhibitors of late stage P. falciparum gametocyte viability; AID 743093; 0.065% of 150,000 active; P. falciparum stage V gametocytes, ATP luminescence, 24 h; inhibition, % at 10.9 µM;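 active = inhibition above the mean plus 3 SD of compounds within the control limits, set per campaign, cut at about 38% in these data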;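 note: 0% = DMSO wells and 100% = medium only without gametocytes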
ABCB1 block: human ABCB1 inhibition, ABCG2 as counter-screen | 0.067% of 190,000 active | CCRF-Adr cells, JC-1 efflux, flow cytometry | AID 1326 | P08183 | inhibition, % at 6.6 µM; in the data active = inhibition above about 40%;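 note: 0% = vehicle and 100% = reference inhibitor; higher value means more JC-1 retained so stronger ABCB1 efflux block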
RGS7-Gao: regulators of human RGS7-Galphao interaction; AID 1439; Multiplexed bead flow cytometry, RGS7-Galphao binding; actives lie on both sides; binding response (% of control), % at 10 µM; 0.35% of 220,000 active; P09471; in the data active = binding response below about 49% or above about 150%; inconclusive = no clear call, values can overlap the other calls; inactive = in between;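 note: fluorescent Galphao held in activated GDP-AlF4 state binding bead-coupled RGS7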
RGS8-Gao reg: regulators of human RGS8-Galphao interaction; multiplexed bead flow cytometry, RGS8-Galphao binding; actives lie on both sides; response (percent of control binding), % at 10 µM; P09471; 0.34% of 220,000 active; in the data active = response below about 60% or above about 140%; inactive = in between;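 note: Galphao activated as the GDP aluminium fluoride complex binding bead-coupled RGS8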
Mcl-1 Bim block: human Bim-Mcl-1 interaction inhibition; 0.1% of 190,000 active; inhibition, % at 10 µM; AID 1009; Bead-based flow cytometry, Bim peptide-Mcl-1 binding; in the data active = inhibition above about 40%;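 note: 0% = no compound tracer wells and 100% = peptide blocker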
GSH fluor: compound fluoresces at 488/530 nm on GSH beads. GSH beads flow cytometry, compound fluorescence 488/530 nm; stronger effect = higher value. AID 1776. fluorescence (KMESF) at 10 µM. 0.25% of 190,000 active; in the data active = fluorescence above about 89;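 note: glutathione beads carrying GST-tagged Bcl family fusion proteins plus one bare bead set; values are compound well signal with DMSO vehicle wells as background; inactives centre near 16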
Avidin fluor: avidin bead compound fluorescence profile; Avidin beads, compound fluorescence 488/530 nm, flow cytometry; stronger effect = higher value; fluorescence (KMESF) at 10 µM; 0.38% of 220,000 active; AID 1775; in the data active = fluorescence above about 47; note: inactives centre near 10
Starred values were filed as active, the others as inactive; ? = inconclusive; nt = no result given; [ ] = another dose, or the depositor's remark.

Start of the data: the first 3 compounds (preview)
SMILES	Mcl1 Noxa PPI	ABCG2 block	Mcl1-Bid inh	RGS4-Gao reg	Pf gamet viab	ABCB1 block	RGS7-Gao	RGS8-Gao reg	Mcl-1 Bim block	GSH fluor	Avidin fluor
COc1ccc(OCC(=O)NNC(=O)c2ccccn2)cc1	-53.7	1.3	-53.2	100.3	nt	0.3	101.4	99.1	0.0	10	10
CCOC(=O)c1c(N)sc(C(=O)OCCOC)c1C	4.3	9.8	-5.5	98.6	3.7	0.3	?	93.8	-4.0	13	10
CC1Cc2nc(SCC(=O)NCc3ccccc3)n(Cc3ccccc3)c(=O)c2S1 (centres undefined)	3.2	-3.0	-24.4	101.9	nt	-1.9	101.2	101.5	0.0	20	6

The whole of this part, from the first entry:
SMILES	Mcl1 Noxa PPI	ABCG2 block	Mcl1-Bid inh	RGS4-Gao reg	Pf gamet viab	ABCB1 block	RGS7-Gao	RGS8-Gao reg	Mcl-1 Bim block	GSH fluor	Avidin fluor
COc1ccc(OCC(=O)NNC(=O)c2ccccn2)cc1	-53.7	1.3	-53.2	100.3	nt	0.3	101.4	99.1	0.0	10	10
CCOC(=O)c1c(N)sc(C(=O)OCCOC)c1C	4.3	9.8	-5.5	98.6	3.7	0.3	?	93.8	-4.0	13	10
CC1Cc2nc(SCC(=O)NCc3ccccc3)n(Cc3ccccc3)c(=O)c2S1 (centres undefined)	3.2	-3.0	-24.4	101.9	nt	-1.9	101.2	101.5	0.0	20	6
CCN(CC)CCNC(=O)CS(=O)Cc1nc(-c2ccc(C)cc2)oc1C (centres undefined)	-2.7	-2.3	-10.5	98.0	-29.6	-0.5	96.8	100.0	-2.0	20	20
N=C1SCC(=O)N1c1ncc(Cc2ccc(F)cc2)s1	-28.6	1.3	-54.1	101.7	7.3	0.0	103.9	103.7	-4.0	10	10
Cc1nnc(N(Cc2ccccc2)C(=O)c2cnccn2)s1	6.6	2.0	-25.6	116.5	8.2	0.9	112.0	109.1	1.0	12	18
Nn1c(SCC(=O)N2CCCCC2)nnc1-c1ccncc1	5.5	1.1	-19.0	93.2	13.2	0.3	93.0	93.7	-3.0	55	15
CC1(C)Cc2nc3sc4c(SCC(=O)NC(c5ccccc5)c5ccccc5)ncnc4c3cc2CO1	-402.5	-0.2	-41.7	98.6	nt	0.1	100.1	98.0	-1.0	20	8
O=C(CSc1ncn[nH]1)N1CCN(S(=O)(=O)c2ccccc2)CC1	8.0	-0.2	-17.4	102.0	nt	-0.1	105.1	102.2	2.0	31	10
O=c1[nH]c(CSc2ncnc3sccc23)nc2cc(C(F)(F)F)ccc12	19.1	nt	-39.2	94.8	-8.4	nt	?	99.7	nt	nt	8
COc1ccc(C2CC(c3ccccc3)=NN2C(=O)CSc2nccc(=O)[nH]2)cc1 (centres undefined)	20.8	0.6	-12.1	94.3	14.3	-0.4	100.4	99.4	-3.0	5	3
CCOC(=O)c1cc(NC(=O)c2ccco2)ccc1N1CCOCC1	16.3	1.6	-14.0	98.1	-7.1	0.3	95.7	98.2	-2.0	14	10
CCOC(=O)NN1C(=O)c2ccccc2NC1c1ccccc1O (centres undefined)	12.1	2.5	-38.4	103.4	nt	0.2	101.9	101.1	0.0	22	14
CCCOc1ccc(CSC2=NCCN2)cc1[N+](=O)[O-]	23.3	0.6	-2.9	99.2	nt	0.1	99.4	103.6	0.0	11	19
COc1ccc(C)cc1NC(=O)C1CC(=O)OC12CCCCC2 (centres undefined)	-9.6	0.5	-0.3	102.2	-3.3	0.1	104.1	103.5	0.0	38	6
COc1ccc(C(=O)NNC(=O)C2CCCN(C3CC(=O)N(c4ccccc4)C3=O)C2)cc1 (centres undefined)	8.7	nt	-20.8	100.2	16.4	nt	?	101.5	nt	nt	7
COC(=O)C1=C(C)NC2=C(C(=O)CCC2)C1c1ccsc1 (centres undefined)	-1.3	0.4	-21.2	100.0	nt	0.0	99.9	101.0	-3.0	12	37
CCOC(=O)c1ccc(NC(=O)CS(=O)(=O)c2cn(CC)c3ccccc23)cc1	-4.5	7.5	-15.5	99.6	nt	2.1	101.7	101.2	0.0	10	9
COCCCNC(=O)C1CCC(CNS(=O)(=O)c2ccc(C)cc2)CC1 (centres undefined)	2.4	0.9	-26.6	94.1	nt	0.2	?	97.8	-1.0	12	10
C[C@H]1CC[C@H]2C(=O)N3[C@H](c4ccccc4Br)[C@@H](C)CC[C@H]3C(=O)N2[C@@H]1c1ccccc1Br	-24.6	0.0	-3.3	99.6	nt	1.6	99.5	100.6	-5.0	16	10
O=C(CCC1CCCN(C(=O)c2cncs2)C1)NCc1ccc(F)c(F)c1 (centres undefined)	-5.1	0.3	-19.2	108.8	-7.8	0.1	231.3*[activator]	94.7	0.0	13	220*
CC(=O)c1coc2c1cc(O)c1ccccc12	2.5	2.2	-32.3	112.3	-4.0	0.3	99.3	101.8	1.0	10	15
CCOC(=O)c1c(NC(=O)c2ccco2)sc(C(=O)N2CCCC2)c1C	6.1	9.0	-12.8	101.8	nt	2.7	101.3	104.0	-4.0	20	37
Cc1ccc(-c2c(C#N)c(N)n(-c3ccc(C)cc3)c(=O)c2C#N)cc1	-17.5	0.9	-12.4	98.0	13.4	0.1	100.3	99.0	-3.0	17	11
O=C(Nc1cc2c(cc1Br)OCCCO2)c1ccccc1	13.0	2.9	-6.6	102.3	2.9	-0.2	101.4	100.8	0.0	26	5
O=S(=O)(NCc1cccnc1)c1ccc(Br)s1	15.0	3.2	-5.1	95.0	8.2	1.2	97.7	100.7	-4.0	7	14
C=CCOc1ccc(C2N3CC4(CC)CN2CC(CC)(C3)C4=O)cc1 (centres undefined)	-14.7	3.4	-5.5	99.8	nt	1.1	101.1	100.6	-2.0	19	31
CC(C)CNC(=S)NNC(=O)c1ccc(OC(F)F)cc1	-2.1	4.8	-98.9	95.9	nt	1.0	98.8	96.0	-2.0	59	8
C=CCN1C(=NC(=O)CCCC(=O)O)SC2CS(=O)(=O)CC21 (centres undefined)	-1.2	1.4	-11.5	99.8	10.8	0.2	95.9	100.9	0.0	21	10
Cn1c(=O)[nH]c(=O)c2c1nc(OC(=O)c1ccccc1)n2CC(O)COc1ccc(F)cc1 (centres undefined)	13.2	0.3	6.2	96.4	nt	1.0	97.9	98.8	4.0	15	14
COc1ccc(C2CC(c3ccccc3)=NN2S(=O)(=O)c2ccccc2)c(OC)c1 (centres undefined)	10.2	19.6	13.2	98.8	nt	5.2	97.4	99.6	-2.0	17	17
COc1cccc(-c2nnc(SCC(=O)N(C(C)C)C(C)C)o2)c1	12.5	28.8	-0.5	102.4	0.8	1.3	102.7	98.7	-7.0	25	37
O=C(/C=C/c1cccs1)c1cc(Cl)ccc1O	-1.5	5.4	-9.7	99.1	-26.4	0.4	99.3	100.1	3.0	18	11
Cn1c(CCCOc2ccc(Cl)cc2Cl)nnc1SCC(=O)Nc1cccc(F)c1	-14.8	111.0*	-13.3	100.5	nt	3.1	97.8	100.9	-10.0	10	23
Cc1ccc(C(=O)Oc2ccc([N+](=O)[O-])cc2)cc1S(=O)(=O)N1CCCCCC1	11.8	30.1	1.2	93.4	nt	1.4	101.1	74.6	-5.0	6	1
CCCCNC(=O)NC1CCCC1	6.2	-1.4	-5.2	101.0	5.8	0.0	102.2	101.0	-3.0	7	4
O=C1c2ccccc2-c2onc3c(Oc4ccccc4)cc(O)c1c23	59.2*	-2.3	-22.6	85.2	nt	0.1	83.0	84.2	28.0	4	5
O=C1CCCc2c1nc(-c1ccccc1)n2O	16.5	1.0	39.0	99.8	nt	0.5	99.8	98.6	0.0	16	20
COC(=O)c1cc2ccsc2n1CC(=O)Nc1cc(C)cc(C)c1	-1.3	-1.1	-21.7	103.1	nt	-2.7	106.4	101.3	-1.0	24	16
COc1cccc(-c2noc(C3CCCN(C(=O)Cc4ccccc4)C3)n2)c1 (centres undefined)	8.6	0.0	-10.2	101.9	nt	0.0	103.6	103.4	0.0	21	18
O=C(Nc1cccc(Cl)c1)OCc1ccccn1	-3.8	6.9	-7.0	100.8	14.1	1.1	97.2	101.5	0.0	17	28
Cc1ccccc1NC(=O)c1ccc(S(=O)(=O)C(F)F)cc1	3.0	4.7	-11.4	99.9	0.8	0.1	103.1	103.1	-2.0	12	12
COc1ccc(-c2noc(-c3ccc(Cl)cc3[N+](=O)[O-])n2)cc1OC	-5.8	7.3	-10.6	102.8	nt	1.1	99.1	105.2	-3.0	5	12
Clc1ccc(OCCN2CCCCC2)cc1Cl	17.9	nt	39.0	96.5	nt	nt	95.8	100.0	-1.0	13	5
CCS(=O)CC(=O)Nc1c(-c2ccccc2)oc2ccccc2c1=O (centres undefined)	0.9	nt	-9.4	101.9	11.5	nt	?	100.4	nt	nt	7
CCOC(=O)c1sc(=S)n(-c2ccccc2)c1SC	-0.9	-0.4	-25.9	103.9	nt	0.1	100.2	100.1	-5.0	16	12
CCc1nc2ccc(C)cc2c(C(=O)Oc2cccc3cccnc23)c1C	17.8	8.2	-5.6	95.5	-2.6	0.7	97.8	100.1	-1.0	15	18
CCC(C)NC(=O)c1ccccc1-c1nc2ccccc2[nH]1 (centres undefined)	1.6	6.7	-9.0	100.5	-16.3	-0.7	102.7	100.7	-1.0	12	9
CN(CCC#N)S(=O)(=O)c1ccc2[nH]cc(C(=O)NCCc3ccccc3)c(=O)c2c1	33.0	1.4	18.3	100.9	9.7	0.6	100.4	99.3	0.0	19	4
Nc1sccc1C(=O)c1ccccc1	4.0	0.9	-48.2	99.0	nt	0.3	99.0	100.6	-2.0	16	36
Going on with the list:
SMILES	Mcl1 Noxa PPI	ABCG2 block	Mcl1-Bid inh	RGS4-Gao reg	Pf gamet viab	ABCB1 block	RGS7-Gao	RGS8-Gao reg	Mcl-1 Bim block	GSH fluor	Avidin fluor
O=C1c2cccc(OCC(=O)N3N=C(c4cccs4)CC3c3ccc(F)cc3)c2CCN1Cc1ccccc1 (centres undefined)	-126.7	19.5	-31.1	102.6	-22.8	6.5	101.0	104.3	-1.0	17	6
CN(C)CCOC(=O)C12CC3(C)CC(C)(CC(C)(C3)C1)C2	1.0	1.5	7.7	95.1	1.4	0.5	91.9	101.0	2.0	50	5
CC(C)NC(=O)c1ccc(C2SCC(=O)N2Cc2ccccc2)cc1 (centres undefined)	-7.4	4.8	-0.7	266.7*[activator]	17.2	1.5	254.3*[activator]	89.9	-4.0	21	185*
O=C(c1cccc2ccccc12)C1CCCN(C(=O)C2CCOCC2)C1 (centres undefined)	-0.4	nt	-19.4	98.5	-0.4	nt	?	98.2	nt	nt	6
Cn1c(SCC(=O)N/N=C/c2ccncc2)nc2ccccc21	-3.5	nt	-13.7	103.7	1.2	nt	?	101.1	nt	nt	6
O=C(O)CCC(=O)c1ccc2ccc3cccc4ccc1c2c34	22.8	nt	-0.3	104.3	nt	nt	?	102.4	nt	nt	8
C/C(=C\c1ccccc1)C(=O)NCCN1CCOCC1	-5.7	4.5	-36.1	102.1	-5.0	0.8	107.4	99.8	0.0	15	13
